# Compound activity as filed in PubChem.
# ALOX12 inh = blocks human arachidonate 12S-lipoxygenase; purified 12hLO, xylenol orange hydroperoxide absorbance; AID 1671190; actives 1.1% (n = 580,000); P18054; Potency, µM (highest dose often 108 µM), for the others: at the highest dose activity change, negative = inhibition, hits mostly inhibitors; also: potency is read from the fitted curve at half-maximal effect; % is scaled to controls: 0 for no effect and ±100 for the full control effect
#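 Hydroperoxide product was detected by ferrous iron/xylenol orange as the 573 to 405 nm absorbance ratio. Arachidonic acid at 40 uM (final) was turned over for 30 min at room temperature by 150 nM human 12hLO, pH 7.0 Hepes buffer, after 15 min compound preincubation.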
# HP1b binding inh = HP1-beta chromodomain-methylated histone interaction inhibition; AlphaScreen HP1-beta / biotin-H3K9me3 peptide binding; Potency, µM (top dose mostly 114 µM), for inactives: at the highest dose activity change, negative = inhibition, usual class: inhibitors; actives 0.56% (n = 390,000); AID 540317; also: potency is read from the fitted curve at half-maximal effect; nearly all actives have a fitted effect of over 70% in size; inactives centre near 23
#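 HP1-beta protein (50 nM final) preincubated 30 min at room temperature with biotinylated H3(1-18)K9me3 peptide (50 nM) in PBS pH 7.4, 0.01% Tween-20, then compound added for 30 min. AlphaScreen streptavidin donor/nickel chelate acceptor beads (10 ug/mL final), 30 min dark, luminescence read.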
# GLS inh = inhibitors of human glutaminase (GLS) | Potency, µM (highest dose often 45.5 µM), for the others: at the highest dose activity change, negative = inhibition, usual class: inhibitors | GLS enzymatic activity, qHTS titration | AID 624170 | actives 0.21% (n = 410,000); also: potency is read from the fitted curve at half-maximal effect; % is scaled to controls: 0 for no effect and ±100 for the full control effect
#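 Enzyme dispensed in phosphate buffer (45 mM, pH 8.2, 0.02% Tween-20), compounds pinned in, then 1 mM L-glutamine solution and the glutamate oxidase–HRP–Amplex Red mix added; fluorescence read immediately and again after 30 min at room temperature.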
# BAZ2B block = inhibitors of human BAZ2B bromodomain; Q9UIF8; AlphaScreen BAZ2B-H3K14Ac peptide displacement; Potency, µM (doses to about 114 µM), inactives show top-dose activity change, negative = inhibition, most hits filed as inhibitors; actives 4.4% (n = 360,000); also: potency is read from the fitted curve at half-maximal effect; % is scaled to controls: 0 for no effect and ±100 for the full control effect; nearly all actives have a fitted effect of over 60% in size
#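 BAZ2B (50 nM) with biotin-H3(5-23)K14Ac peptide (50 nM) in PBS pH 7.4, 0.01% Tween-20, preformed 30 min, then compound 30 min at room temperature; top concentration 110uM. AlphaScreen streptavidin donor/nickel chelate acceptor beads (10 ug/mL final), 20 min dark, signal read.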
# JMJD2A Tudor inh = JMJD2A Tudor domain (human) inhibition; O75164; AlphaScreen JMJD2A-Tudor / H3K4me3 peptide binding; Potency, µM (series often up to 114 µM), without a hit: at the highest dose activity change, negative = inhibition, usual class: inhibitors; actives 4.4% (n = 390,000); also: potency is read from the fitted curve at half-maximal effect; % is scaled to controls: 0 for no effect and ±100 for the full control effect; nearly all actives have a fitted effect of over 50% in size
# Target sequence (O75164 whole entry, looked up, the tested form may be a part): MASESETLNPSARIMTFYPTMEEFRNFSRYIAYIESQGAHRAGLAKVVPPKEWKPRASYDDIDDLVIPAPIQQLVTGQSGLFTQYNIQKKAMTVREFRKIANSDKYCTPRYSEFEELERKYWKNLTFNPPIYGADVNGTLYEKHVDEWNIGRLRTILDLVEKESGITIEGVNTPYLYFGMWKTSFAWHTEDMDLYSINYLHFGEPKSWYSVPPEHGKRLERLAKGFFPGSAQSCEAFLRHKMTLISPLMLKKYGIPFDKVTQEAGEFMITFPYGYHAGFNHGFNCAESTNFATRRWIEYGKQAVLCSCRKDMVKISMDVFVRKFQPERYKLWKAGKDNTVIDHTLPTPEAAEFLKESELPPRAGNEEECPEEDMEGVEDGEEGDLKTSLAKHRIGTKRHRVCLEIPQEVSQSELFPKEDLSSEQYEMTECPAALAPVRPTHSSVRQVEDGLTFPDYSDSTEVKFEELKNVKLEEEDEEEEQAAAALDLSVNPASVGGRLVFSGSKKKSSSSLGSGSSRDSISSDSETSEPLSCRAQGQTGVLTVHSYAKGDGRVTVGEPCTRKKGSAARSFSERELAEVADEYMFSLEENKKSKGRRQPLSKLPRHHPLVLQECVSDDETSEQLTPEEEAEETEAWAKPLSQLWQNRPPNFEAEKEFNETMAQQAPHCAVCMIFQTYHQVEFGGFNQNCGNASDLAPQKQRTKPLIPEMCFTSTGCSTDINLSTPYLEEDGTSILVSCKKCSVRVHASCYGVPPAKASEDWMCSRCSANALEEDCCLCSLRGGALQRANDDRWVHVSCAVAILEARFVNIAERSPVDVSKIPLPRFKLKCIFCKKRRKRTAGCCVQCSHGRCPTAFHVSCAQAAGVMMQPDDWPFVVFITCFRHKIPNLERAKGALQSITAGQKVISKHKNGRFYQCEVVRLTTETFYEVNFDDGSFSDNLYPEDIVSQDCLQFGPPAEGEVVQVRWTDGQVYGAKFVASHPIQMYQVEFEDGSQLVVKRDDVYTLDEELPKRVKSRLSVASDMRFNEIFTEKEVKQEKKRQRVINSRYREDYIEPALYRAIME
# RGS4 inhibitor = human RGS4 inhibition; Transcreener GDP fluorescence polarization, RGS4-accelerated GTP hydrolysis; Potency, µM (highest dose often 114 µM), for inactives: at the highest dose activity change, negative = inhibition, actives largely listed as inhibitors; actives 0.039% (n = 390,000); also: potency is read from the fitted curve at half-maximal effect; % is scaled to controls: 0 for no effect and ±100 for the full control effect; nearly all actives have a fitted effect of over 75% in size; some results filed as inactive show a strong effect at the top dose
#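 MLSMR compounds (23 nl, pin-transferred) preincubated 10 min at room temperature with a 500nM (2x) first reagent, then RGS4 at 900nM (2x) plus Transcreener GDP mix added; fluorescence polarization (620/688 nm) read before and after 90 min at 30 °C.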
# ERG Ets-DNA blk = blocks human ERG Ets domain binding to DNA; Potency, µM (titrated, usually from 76.9 µM), for inactives: at the top dose FP activity, negative = inhibition, most hits filed as inhibitors; P11308; actives 0.028% (n = 370,000); fluorescence polarization, His-ERG Ets domain / labelled DNA; active = well fitted inhibition curve with a large enough effect in the polarisation, with a control signal flat; inconclusive = small, poorly fitted or top-dose-only effect, or effect the other way, or a change in a side signal; inactive = no such curve, though single readings can be large or run the other way; the % refers to the polarisation;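 also: polarization taken with two DNA probes labelled with fluorescein and Texas red; potency is read from the fitted curve at half-maximal effect; % of control where 0% means no effect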
#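 His-tagged ERG Ets domain (1 uM in the protein solution; 300mM KCl, 50mM Tris-HCl, 1mM EDTA, 1mM DTT, pH 7.5) received compound, then a probe mix of 5 nM fluorescein-DNA and 100nM Texas-615-DNA. Fluorescence polarization was read for both dyes.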
# PI4K2A block = blocks human PI4K2A kinase activity; Q9BTU6; purified PI4K2A, ADP-Glo luminescence, 1 h; stronger effect = lower value; activity change, negative = inhibition, % at 76.9 µM; actives 0.13% (n = 420,000); in the data active = activity change below about -50%; inconclusive = mostly about -30% to -49%;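 also: -100% = wells without enzyme as full effect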
#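 ADP-Glo luminescence measured ADP generated by PI4K2A enzyme (4 ug/mL before mixing) with 1.2 mM PI substrate (pre-mix) and 300 microM ATP (pre-mix). Tris pH7.5 buffer with MgCl2, Triton X-100; 1 h reaction at ambient temperature.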
# G9a block = inhibitors of human histone lysine methyltransferase G9a. Q96KQ7. G9a H3K9 monomethylation, AlphaScreen, 2 h. Potency, µM (titrated, usually from 102 µM), without a hit: at the highest dose activity, negative = inhibition, usual class: inhibitors. actives 8.8% (n = 350,000); also: potency is read from the fitted curve at half-maximal effect; % is scaled to controls: 0 for no effect and ±100 for the full control effect; nearly all actives have a fitted effect of over 75% in size
#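 Enzyme 20 nM + cpd, 15 min RT; add b-H3K9 pep 500 nM / SAM 20 uM; 2 h RT; anti-H3K9me1 Ab 0.5 ug/mL + SA donor / anti-rabbit acceptor beads 20 ug/mL each, 10 min; AlphaScreen read.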
# Numbers without * were called inactive; i = inactive; ? = inconclusive; · = not tested or not shown; [ ] = dose if it differs, or a comment. Unless noted, calls follow the shape of the dose curve; as a rule, active = well fitted curve in the direction sought with a large enough effect; inconclusive = small, poorly fitted or top-dose-only effect, or another doubt; inactive = no such curve, though single readings can be large; an effect the other way counts as inactive or inconclusive.
# A first look (2 entries):
SMILES,ALOX12 inh,HP1b binding inh,GLS inh,BAZ2B block,JMJD2A Tudor inh,RGS4 inhibitor,ERG Ets-DNA blk,PI4K2A block,G9a block
O=C(O)c1ccc(N2C(=O)Nc3ccccc3N2O)cc1,-12%,5%,1%,0%,?,-30%,11%,7,?
CCn1c(SCc2nc(-c3ccccc3)no2)nnc1-c1ccco1,-19%,13%,0%,-6%,-25%,1%,-5%,-5,?

# The listing, from the first entry:
SMILES,ALOX12 inh,HP1b binding inh,GLS inh,BAZ2B block,JMJD2A Tudor inh,RGS4 inhibitor,ERG Ets-DNA blk,PI4K2A block,G9a block
O=C(O)c1ccc(N2C(=O)Nc3ccccc3N2O)cc1,-12%,5%,1%,0%,?,-30%,11%,7,?
CCn1c(SCc2nc(-c3ccccc3)no2)nnc1-c1ccco1,-19%,13%,0%,-6%,-25%,1%,-5%,-5,?
CCc1ccc(CNC(=O)CCc2c(C)nn(-c3ccc(N4CCCCC4)nn3)c2C)cc1,-14%,13%,-9%,-24%,-23%,-2%,4%,-4,-3%[59 µM]
O=C(NC1CC(=O)N(c2cccc(F)c2)C1)C(=O)c1c[nH]c2ccccc12 (stereo unspecified),-3%,16%,-2%,-2%,-14%,-34%,2%,-7,?
COc1ccccc1CNC(=O)c1ccc(OC(C)C)cc1,-2%,35%,7%,-1%,-12%,24%,4%,0,-3%
COc1ccc(-c2nc3c(c4nnc(SC(C)C(=O)Nc5ccc(C)cc5)n24)COC(C)(C)C3)cc1 (stereo unspecified),-3%,49%[activator],-7%,-6%,?,-4%,?,2,22%[59 µM]
Nc1nc(SCc2ccc(F)cc2)ns1,-12%,4%,9%,-1%,-9%,-18%,2%,5,?
CC(=O)Nc1cc(-n2cnnn2)ccc1C,1%,-7%,-39%,-22%,-10%,-2%,-5%[15.4 µM],-6,·
O=C(Nc1nc2ccc(Cl)cc2s1)[C@@H]1CCCN1C(=O)c1cccs1,?,24%,4%,-8%,-21%,-14%,2%,-1,?
CN1CCN(c2cc3c(c4c2[nH]c2ccccc24)C(=O)CC(C)(C)C3)CC1,40µM*,20%,6%,-32%,?,6%,0%,-1,56µM*
COc1ccccc1NC(CC(=O)c1ccccc1)C(=O)OCC(=O)c1ccc(C)c(C)c1 (stereo unspecified),2%,12%,-3%,-11%,-16%,?,7%,8,?
Nc1ccc(CN2CCCCCC2)cc1,0%,17%,21%,19%,-28%,20%,2%,-1,10%[59 µM]
O=C(CCC1CCCN(C(=O)c2ccc3c(c2)OCCO3)C1)NCc1ccccc1F (stereo unspecified),-5%,53%[activator],9%,-1%,-4%,-8%,-10%,1,5%
CCCN1CNC(=S)N(c2cc(C)ccc2C)C1,?,3%,7%,11%,-17%,-19%,2%,0,1%[59 µM]
CC(C)CC(=O)Nc1ccnn1C1CCN(C(=O)c2ccc(Cl)cc2F)CC1,17%,21%,-2%,-8%,-6%,5%,-18%,2,23%
CC(C)Cn1c(SCc2nnc(-c3cccs3)o2)nc(O)cc1=O,0%[57.4 µM],52%[activator],19%,-3%,-3%,-32%,-1%,-5,-8%[59 µM]
Cc1ccc(NC(=O)CSCC(=O)N(C)CC(=O)Nc2ccccc2C(F)(F)F)cc1,?,20%,5%,6%,-14%,11%,-2%,0,50µM*
Cc1nnc(SCC(=O)NC2CCCC2)n1C(C)C,?,6%,0%,-1%,-13%,2%,-1%,-19,·
OC(CNCc1ccc(Cl)cc1)C(F)(F)F (stereo unspecified),34%,81%[activator],-3%,-16%,-23%,-7%[56.9 µM],18%,0,-5%
O=C(Nc1ccc2nc(SCCOc3ccccc3Cl)sc2c1)c1ccc2c(c1)OCO2,0%,34%[activator],-3%,-1%,-8%,-17%,2%,-9,5%[59 µM]
O=C(O)c1cc(C(=O)C2CCCCC2)c[nH]1,-11%,20%,-3%,?,-24%,5%,-7%,1,-8%
CCn1c(CSCc2ccccc2)n[nH]c1=S,7%,23%,-1%,-25%,18µM*,-21%,2%,-20,7.1µM*
CCN(CC)c1nc(N)c(C#N)c(CC#N)c1C#N,5%,23%,13%,·,-15%,-2%,27%,18,·
O=C(NCc1ccco1)C1CCN(C(=O)c2ccc([N+](=O)[O-])cc2)CC1,0%,0%,12%,-26%,-13%,17%,-11%,-2,-37%
O=C(CN1C(=O)COc2ccc(S(=O)(=O)N3CCCCCC3)cc21)N1CCN(c2ccccc2F)CC1,-5%,31%,-3%,-7%,-18%,-4%,?,0,?
Cc1cc(C(=O)CC#N)c(C)n1-c1ccc(OC(F)F)cc1,0%,-8%,12%,-38%,-25%,14%,0%,4,?
O=C(/C=C/c1ccc(-c2ccccc2[N+](=O)[O-])o1)c1ccco1,?,40µM*,-11%,40µM*,18µM*,-22%,5%,7,14µM*
Cc1ccc(NC(=O)COC(=O)C2CC(=O)N(Cc3ccccc3)C2)cc1S(=O)(=O)N(C)C (stereo unspecified),?,31%,0%,-17%,-4%[57.1 µM],4%,0%,7,40µM*
COCC(=O)NC(C)c1nc2ccccc2[nH]1 (stereo unspecified),0%,35%[activator],-4%,13%,-5%,-13%,-9%,2,8%[59 µM]
CC(=O)Nc1ccc(SC[C@H](Cc2ccccc2)N2CCN(CC(C)C)CCC2=O)cc1,i,41%[activator],0%,-21%,-27%,0%,1%,-3,-9%[12.7 µM]
CCS(=O)(=O)c1ncc(Cl)c(C(=O)Nc2ccc(S(=O)(=O)N3CCC(C)CC3)cc2)n1,-13%,3%[57 µM],-5%,-27%[57.1 µM],-30%,?,10%,-15,45µM*
O=C(CSc1nccn1Cc1ccco1)Nc1ccccc1C(F)(F)F,-14%,-5%,6%,-28%,-28%,1%,-3%,-2,3%
CCC1SC(=Nc2cccc(C)c2)NC1=O (stereo unspecified),0%,39%[activator],1%,-3%,-15%,-4%,-12%,-1,·
CC1CCCCN1CCCNC(=O)Cn1ncc2c3ccccc3n(C)c2c1=O (stereo unspecified),1%,33%,-3%,3%,3%,-28%,4%,2,4%[59 µM]
COc1ccc(CNC(=O)c2ccc(CN3CCOCC3)cc2)cc1,-25%,64%[activator],-13%,-4%,-25%,-1%,0%,-2,19%[59 µM]
CNC(=O)C1CC(=O)N(c2ccc(F)c(Cl)c2)C1 (stereo unspecified),2%,17%,-1%,0%,-6%,-22%,6%,5,6%[0.501 µM]
Cc1ccc(NC(=O)CSc2nc3ccccc3c(=O)n2CCCC(=O)NCC2CCCO2)cc1 (stereo unspecified),-18%,3%,0%,1%,?,-3%[11.4 µM],-7%,0,·
CCOC(=O)C1CCCN(C(=O)c2ccc(CS(=O)(=O)c3ccc(C)cc3)o2)C1 (stereo unspecified),·,20%,-24%,?,?,-23%,7%,-9,50µM*
Cc1cccc(NC(=O)c2cc3ccccc3nc2C)c1,0%,20%,-14%,-6%,-6%,-24%,?,-9,3%
Cc1c(Cl)cccc1NS(=O)(=O)c1ccc2[nH]cc(C(=O)NC3CCCC3)c(=O)c2c1,?,11%,-18%,·,?,2%,-18%,0,?
CC(C)[C@H](NC(=O)c1ccccc1)C(=O)OCC(=O)/C=C1/N(C)c2ccccc2C1(C)C,-3%,54%[activator],3%,-18%,-17%,-25%,32%[activator],0,-8%[59 µM]
C[C@H](NC(=O)C1CCC(CNC(=O)[C@@H]2CCCN2C(=O)OC(C)(C)C)CC1)C(=O)O (stereo partly specified),100%[activator],45%[activator],-2%,2%,5%,7%,6%,0,14%
Cc1c(C(=O)N/N=C/C(C)C)[nH]c2ccc([N+](=O)[O-])cc12,1%,8%,0%,-35%,-20%,-3%,?,2,24%[59 µM]
COc1cccc(C2C(C(=O)c3ccc(C)o3)=C(O)C(=O)N2CCN2CCOCC2)c1OC (stereo unspecified),-80%,10%,8%,-9%,?,-1%,-2%,-2,·
O=C(Nc1ccccc1C(=O)Nc1ccccn1)c1ccccc1F,?,23%,-3%,8%,-2%,-3%,1%,-4,8%[59 µM]
CCn1ccc2c(OCC(=O)Nc3ccccc3C)cccc2c1=O,3%,56%[activator],4%,17%,3%,-15%,3%,-5,13%[59 µM]
CC1C2NC(=O)N(Cc3ccccc3)C1(C)Oc1ccccc12 (stereo unspecified),-9%,39%,1%,16%,-9%,9%,0%,1,11%
CCc1ccccc1NC(=O)CSc1nc2[nH]c(=O)cc(O)c2s1,-12%,14%,0%,-37%,-6%,-22%,9%,-1,-45%
O=C(Nc1ccccc1C(F)(F)F)n1ncc2cc(Cl)ccc21,-23%,26%,-12%,?,-9%,1%,-11%,-4,-2%[59 µM]
CC(OC(=O)C1CC(=O)N(Cc2ccccc2)C1)C(=O)Nc1ccc(F)cc1Cl (stereo unspecified),1%,19%,-1%,10%,6%,-10%,-2%,-18,1%
Nc1nonc1C(=O)OCC(=O)N1CCCCC1,-8%,5%,-1%,0%,-12%,-19%,1%,1,-1%
COC(=O)CC(NC(=O)c1cccs1)c1ccc(OC)c(OC)c1 (stereo unspecified),1%,53%[activator],2%,-8%,-7%,14%,-6%,-4,5%

# Only part of the results is shown, so the mix of outcomes need not match the whole.
